# Screens as filed in PubChem.
# M1 PAM parental = nonselective calcium activators in parental CHO-K1 cells, primary screen, counter-screen for M1 PAM project, cell-based, Fluo-8 calcium fluorescence, full deck, 1536-well | ATP EC20; 0% at ATP EC20, 100% at ATP max | activation, % at 3 µM | 360,000 tested, 0.02% active;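 active means activation above the run cutoff, the mean activation of all test compounds plus 3 SD, cut at about 40% in these data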;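 further: peak over basal fluorescence ratio in a 140 s read after ATP addition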
# CHRM1 antagonist = human M1 muscarinic receptor antagonists, primary screen, CHO-K1 cells, Fluo-8 calcium fluorescence, 1536-well; Muscarinic acetylcholine receptor M1 (Homo sapiens), P11229; CHO-K1 hM1, ACh EC80 antagonist; inhibition, % at 3 µM; 360,000 tested, 1.3% active; AID 588852, 2011;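 active means percent inhibition above its own plate's cutoff, namely the mean of that plate's compound wells plus 3 SD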;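 further: peak over basal fluorescence ratio during 140 s after agonist addition; 0% = ACh EC80 plus DMSO and 100% = DMSO alone without agonist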
# Target sequence (P11229 whole entry, looked up): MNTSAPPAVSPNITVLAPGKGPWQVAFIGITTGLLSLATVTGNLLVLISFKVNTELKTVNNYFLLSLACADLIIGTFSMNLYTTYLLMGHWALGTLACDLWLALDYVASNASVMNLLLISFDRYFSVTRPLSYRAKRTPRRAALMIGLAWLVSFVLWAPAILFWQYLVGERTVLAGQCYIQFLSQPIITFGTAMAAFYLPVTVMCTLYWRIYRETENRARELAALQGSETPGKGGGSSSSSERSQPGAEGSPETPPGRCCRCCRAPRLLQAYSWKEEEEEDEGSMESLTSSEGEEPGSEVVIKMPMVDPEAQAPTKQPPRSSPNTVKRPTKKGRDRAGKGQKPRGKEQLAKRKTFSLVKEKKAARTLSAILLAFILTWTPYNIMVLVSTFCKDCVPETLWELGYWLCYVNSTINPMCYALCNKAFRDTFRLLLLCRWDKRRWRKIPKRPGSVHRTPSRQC
# CHO parental Ca = ATP-evoked calcium signal inhibitors, parental CHO, primary screen, counter-screen for OX1R antagonist project, cell-based, fluorescence, Fluo-8 calcium dye. inhibition, % at 5.6 µM. parental CHO-K1, ATP-induced calcium, Fluo-8 fluorescence. 330,000 tested, 0.63% active;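 active means inhibition above that plate's mean sample inhibition plus 3 SD, cut at about 26% in these data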;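 further: 0% = ATP-challenged DMSO wells and 100% = DMSO wells without ATP; some compounds past the cut are filed as inactive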
#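 Test system: untransfected parental CHO cell line; also added: ATP stimulus; dosing: 5.6 µM, single dose; signal: calcium-sensitive Fluo-8 fluorescence; measure: percent inhibition of ATP-evoked calcium rise, normalized to controls; benchmarks: low control ATP plus DMSO, high control DMSO only; replication: one well per compound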
# TAAR1 agonist = human TAAR1 agonists, primary screen, Fluo-8 calcium fluorescence, CHO RD-HGA16 cells; vehicle wells 0%, saturating PEA agonist 100%; 360,000 tested, 0.99% active; Trace amine-associated receptor 1 (Homo sapiens), Q96RJ0; activation, % at 3 µM;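 active means activation above the mean activation of all test compounds in the run plus 3 SD, cut at about 38% in these data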
# Target sequence (Q96RJ0 whole entry, looked up): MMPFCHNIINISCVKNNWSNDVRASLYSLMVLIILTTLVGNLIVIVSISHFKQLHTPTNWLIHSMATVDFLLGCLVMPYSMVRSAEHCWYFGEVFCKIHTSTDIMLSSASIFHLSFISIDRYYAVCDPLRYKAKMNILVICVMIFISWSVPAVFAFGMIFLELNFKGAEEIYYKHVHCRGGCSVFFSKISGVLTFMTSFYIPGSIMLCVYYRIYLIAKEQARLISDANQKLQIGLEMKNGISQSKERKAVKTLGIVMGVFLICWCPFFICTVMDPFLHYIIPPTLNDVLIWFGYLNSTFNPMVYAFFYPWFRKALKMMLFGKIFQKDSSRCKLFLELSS
#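 test system = CHO RD-HGA16 cells carrying human TAAR1 plus Gα16 | schedule = 17-24 h seeding, 75 min 37 °C dye, 30 min RT | compound dosing = 3 µM single concentration | control set = DMSO and PEA EC100 | replicates = n 1 | signal = Fluo-8 fluorescence, 5 s baseline then 140 s kinetic read | measure = percent activation vs PEA EC100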
# OXTR potentiate = human OXTR potentiators, primary screen, fluorescence, CHO-OTR cells, Fluo-8 calcium; Oxytocin receptor (Homo sapiens), P30559; Fluo-8 calcium fluorescence, potentiator mode; 0% = oxytocin EC15, 100% = EC100; activation, % at 3 µM; 320,000 tested, 0.061% active; AID 2445, 2010;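 active means activation above that plate's cutoff, the mean activation of tested compounds plus 3 SD, cut at about 6.6% in these data, passing the limit was not always enough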;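 further: 100% uses oxytocin at 75 nM as the full agonist control; some results filed as inactive read as strong as hits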
#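 Dosing: Single dose, 3.0 µM nominal final compound concentration | Material: Human OTR in CHO cells | Technique: Kinetic Fluo-8 calcium fluorescence | Benchmarks: EC15 oxytocin alone as 0%, 75 nM oxytocin as 100% | Probe or stimulus: Oxytocin at about EC15, sub-maximal agonist stimulus | Incubation: Compound 6 min at room temperature before oxytocin, 100 s read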
# M1 ag = human M1 muscarinic receptor agonists, primary screen, Fluo-8 calcium fluorescence, CHO-K1 cells, HTS; Muscarinic acetylcholine receptor M1 (Homo sapiens), P11229; 360,000 tested, 0.33% active; CHO-K1 hM1, agonist mode; 0% DMSO, 100% acetylcholine EC100; activation, % at 3 µM;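 active means activation above the run's mean compound activation plus 3 SD, cut at about 16% in these data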;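 further: peak over basal fluorescence ratio within a 140 s kinetic read after compound addition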
# M1 ag parental = counter-screen for M1 agonists: effect in parental CHO-K1 cells. Fluo-8 calcium fluorescence; scaled to maximal ATP response, vehicle zero. activation, % at 3 µM. 360,000 tested, 0.48% active. AID 602248, 2012; in the data active means activation above about 15%;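 further: untransfected CHO-K1 host cells lacking M1 receptor as counterscreen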
# TAAR1 antag = human TAAR1 antagonists, primary screen, Fluo-8 calcium fluorescence, CHO RD-HGA16 cells; 360,000 tested, 1.5% active; inhibition, % at 3 µM; antagonist; Trace amine-associated receptor 1 (Homo sapiens), Q96RJ0;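 active means inhibition above a per-plate cutoff, the mean inhibition of test compounds on that plate plus 3 SD, cut at about 49% in these data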;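 further: 0% = DMSO plus EC80 beta-PEA response and 100% = DMSO alone without agonist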
#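 Assay system: RD-HGA16 CHO cells with stable hTAAR1 and Gα16 / Reagent: EC80 β-phenethylamine stimulus / Doses: 3 µM, single point / Timing: dye loading 75 min at 37 °C, then 30 min room temperature / Measured by: Fluo-8 intracellular calcium dye fluorescence, real-time kinetic reads / Controls: vehicle wells and EC80 agonist wells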
# CHO-K1 Ca antag = counter-screen for M1 antagonists: effect in parental CHO-K1 cells | AID 602250 | inhibition, % at 3 µM | ATP-induced calcium, Fluo-8 fluorescence | 360,000 tested, 0.6% active;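 active means inhibition above a per-plate cutoff, the plate's mean sample inhibition plus 3 SD, cut at about 24% in these data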;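 further: 0% = DMSO plus EC80 ATP and 100% = DMSO alone without ATP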
# The depositor's hits bear a star; nt = not tested or not shown.
SMILES,M1 PAM parental,CHRM1 antagonist,CHO parental Ca,TAAR1 agonist,OXTR potentiate,M1 ag,M1 ag parental,TAAR1 antag,CHO-K1 Ca antag
C/C(=N\NC(=O)c1ccccc1)c1nc2ccccc2n1C,1,-8,-13,4,-6,-5,-0.4,-23,-11
O=C(c1ccccc1)N(C(=O)c1ccccc1)c1ncnc2c1C(c1ccccc1)c1c(ccc3ccccc13)O2 (stereo not drawn),6,-3,-22,3,-8,-4,0.3,-5,-10
OC(c1ccccc1)(C1CCCCC1)C(CN1CCOCC1)c1ccccc1 (stereo not drawn),11,-16,-43,52*,4,0,-1.0,3,-22
O=C(N/N=C1\CCc2ccccc21)c1ccccc1Cl,-4,4,-16,2,-7,-8,1.1,-12,3
Cc1ccc(S(=O)(=O)NCC(=O)Nc2cccnc2)cc1C,-14,-7,-7,3,-6,-2,0.7,0,0
CC(C)c1ccc(OCc2cccc(C(=O)N/N=C/c3cccnc3)c2)cc1,11,7,3,2,-6,-2,1.9,24,-3
COc1cccc(CN2CCC(C(=O)NC(c3ccc4c(c3)OCO4)c3ccccn3)CC2)c1 (stereo not drawn),12,-13,nt,0,nt,-9,-0.1,-1,-3
CC(=O)Nc1cccc(-c2cc(NC(C)=O)c3ncc(-c4ccccc4)n3c2)c1,11,7,nt,9,nt,-2,4.9,25,-5
O=C(Nc1ccc(S(=O)(=O)N2CCCC2)cc1)c1cc(F)c(F)cc1Cl,10,-13,8,2,-8,-4,2.0,-10,-8
COc1ccc(C2(CNC(=O)c3cccc([N+](=O)[O-])c3)CCOCC2)cc1OC,-8,11,-8,0,-7,-2,0.6,14,10
Cc1ccc(NC(=O)NNC(=O)c2sccc2-n2cccc2)cc1,2,8,6,4,-13,-1,0.5,7,-10
CCC1CCc2c([nH]c3ccccc3c2=O)O1 (stereo not drawn),21,-8,-7,3,-10,-6,2.0,-37,-9
Cc1ccc(Oc2nnc(-c3cccs3)c3ccccc23)cc1,14,-3,-17,-1,-1,-7,0.0,-9,-11
CN(C)CCNC(=O)C(=O)Nc1cc2c3c(c1)CCC(=O)N3CCC2,3,-3,-11,0,-4,-4,0.5,-18,-15
COc1ccc(CCC(=O)NNC(=O)Nc2cccc(Cl)c2)cc1,7,-2,nt,0,nt,-1,1.6,-12,-5
O=c1c2c(nc3cc(-c4cccc(Cl)c4)[nH]n13)CCCC2,-11,-14,-11,1,-1,0,-0.4,8,5
CCN1C(=O)N[C@@H](c2cccs2)C(C(C)=O)=C1C,-6,-6,-10,2,-4,-1,0.1,17,5
COc1ccccc1/C=C(\NC(=O)c1ccc(OC)c(OC)c1)C(=O)Nc1ccc([N+](=O)[O-])cc1,15,-1,-5,11,-10,-5,0.4,11,-7
Cc1ccccc1N1C(=O)C(Cl)=C(N2CCCCCC2)C1=O,-7,1,19,15,-18,-4,0.0,24,3
CCOc1ccccc1OCC(=O)OCC(=O)c1c(C)[nH]c2ccccc12,10,-10,-6,8,-11,1,5.9,33,-11
Cc1cc2nnc(SCC(=O)NCC3CCCO3)n2c2ccccc12 (stereo not drawn),19,7,-5,4,-12,-5,0.3,-5,-7
COc1ccc(C2NC(C(=O)O)CS2)cc1COCC(F)(F)F (stereo not drawn),nt,nt,-8,11,4,nt,nt,-10,nt
CCC(CC)c1nnc(NC(=O)/C=C/c2ccco2)s1,26,-3,-3,16,-7,-5,0.9,-2,-3
COc1ccccc1CNC(=O)c1ccc(NC(=O)CC2SC(N3CCCC3)=NC2=O)cc1 (stereo not drawn),17,-4,-3,14,-2,-1,-0.7,7,-18
O=C(c1ccc(Cl)c(Cl)c1)N1CCC(=O)N([C@H](COCc2ccc(Cl)cc2)Cc2ccccc2)CC1,8,nt,nt,1,nt,nt,1.3,3,-12
C=CCc1cccc2cc(C(=O)O)c(=O)oc12,7,-15,2,11,4,0,0.2,9,-15
Cc1ccc(S(=O)(=O)N2CCOCC2)cc1C(=O)NC1CCN(Cc2ccccc2)CC1,14,-10,nt,-3,nt,-7,-0.3,-13,-15
CCOc1ccc(N(C(C)C(=O)N2CCCCCC2)S(C)(=O)=O)cc1 (stereo not drawn),22,-14,-15,1,3,-4,3.4,-3,-15
Cc1cccc(C)c1NC(=O)CSCC(=O)c1ccc(O)c(O)c1,6,2,-12,9,2,-2,0.0,-4,6
Cc1ccc(-n2nc(C)c3onc(C)c3c2=O)cc1,14,7,-4,3,-7,-4,2.9,-32,1
COC(=O)[C@@]1(Cc2ccc(F)cc2)[C@H]2c3cc(C(=O)N4CCCC4)n(CCF)c3C[C@H]2CN1C(=O)c1ccccc1,9,nt,nt,7,nt,nt,0.9,-2,-8
COc1ccc(CCNc2oc(-c3ccccc3OC)nc2C#N)cc1,14,-6,-31,3,-17,-3,2.5,18,-4
CCCNc1nc(C)cc(-c2cc(C(=O)NCc3ccccc3)on2)n1,-12,11,-35,12,-9,-2,0.2,11,9
O=C(N=Nc1c(O)[nH]c2ccc(Br)cc12)c1ccccc1-n1cccc1,-7,-9,-32,9,-8,-6,-0.8,-7,0
COc1ccc(CCC(=O)Nc2cccc(S(=O)(=O)N3CCOCC3)c2)cc1OC,20,-7,nt,5,nt,-2,2.2,-35,-15
COc1ccc(-c2n[nH]c(=S)n2CC(C)C)cc1,23,-8,-8,5,-16,-7,1.2,-14,-9
Cc1cc(C)c(OCC(=O)OCC(=O)NCCC2=CCCCC2)c(C)c1,10,-11,-27,-2,-10,-5,-0.4,-37,-5
COc1ccc(S(=O)(=O)N2CCCC(C(=O)Nc3ccc4c(c3)OCCO4)C2)cc1 (stereo not drawn),1,19,-8,10,-9,-5,4.6,35,7
Cc1ccc(OC(=O)c2ccc3c(=O)n4c(nc3c2)CCC4)cc1,-21,17,nt,5,nt,1,6.0,-13,6
COc1ccccc1NC(=O)CN(Cc1ccccc1)S(C)(=O)=O,12,1,-9,10,-10,2,0.2,5,3
CCOC(=O)c1c(CSc2ccccc2)n(C)c2ccc(O)cc12,12,-25,-14,1,-7,-2,1.4,21,-7
COc1ccc(CCN(C)C(=O)c2cc(-c3ccc(C)cc3)nc3ccccc23)cc1OC,6,-10,-21,2,-6,0,3.6,0,-5
O=C(Nc1nc2ccccc2[nH]1)c1ccccc1,9,1,-14,-2,7,-3,0.4,13,-7
Cc1ccc(C)c(S(=O)(=O)N2CCCCC2CCNC(=O)C(=O)NCc2ccccc2)c1 (stereo not drawn),-24,1,-20,-1,-17,-2,1.9,9,-3
Cc1c(C(=O)NCCC2=CCCCC2)oc2ccc(S(=O)(=O)N3CCC4(CC3)OCCO4)cc12,2,35*,-5,21,-12,-1,4.6,60*,12
CC1(C)CC(=O)C(C=NCCCN2CCOCC2)=C(O)C1,-3,-20,-5,13,0,-3,-0.1,-9,8
